hgDAF-12 ag: activates the H. glycines DAF-12 receptor ligand-binding domain | actives 1.8% (n = 370,000) | activation, % at 6.8 µM | AID 687014 | HEK293 GAL4-hgDAF12 UAS-luciferase reporter, agonist luminescence; normalized to butyrate control;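 active = activation above a cutoff set at the mean of all screened compounds plus 3 SD, cut at about 10% in these data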;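 also: 0% = DMSO wells and 100% = sodium butyrate wells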
GC-A act: GC-A (human) enzyme activation. P16066. HEK293 GC-A cells, cGMP TR-FRET, EC30 ANP; 0% at EC30 ANP, 100% saturating ANP. activation, % at 10 µM. actives 0.14% (n = 370,000). AID 1671463; in the data active = activation above about 40%
PG9 binder: binds the HIV-1 gp120 antibody PG9; TR-FRET gp120-PG9 antibody binding; inhibition, % at 6.7 µM; actives 0.43% (n = 360,000); in the data active = inhibition above about 8.5%
GAA850 FXN act: increases GAA850 frataxin promoter reporter activity; HEK293 lucGAA850 FXN promoter luciferase reporter, 24 h; percent of 10 µM SAHA response; activation, % at 6 µM; actives 0.56% (n = 360,000);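 active = activation above the average of all compounds screened plus 3 SD, cutoff fixed separately per campaign, cut at about 7.5% in these data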;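 also: 0% = DMSO wells and 100% = 10 µM SAHA wells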
ADAM17 inh: inhibits human ADAM17; inhibition, % at 6.95 µM; P78536; recombinant ADAM17, EDANS/DABCYL FRET peptide cleavage; actives 0.83% (n = 370,000);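 active = inhibition above the mean of compounds lying between control limits plus 3 SD, set per campaign, cut at about 8.5% in these data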;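 also: 0% = DMSO-only wells as the low control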
DAX1 inh-1: DAX1 (NR0B1) inhibition, primary screen; HEK293T StAR-luciferase reporter, SF-1/DAX-1 repression relief; actives 1.1% (n = 370,000); inhibition, % at 6.8 µM; AID 652010;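 active = inhibition above the mean over all tested compounds plus 3 SD, cut at about 3.6% in these data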;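 also: 0% = DAX-1 cells with DMSO and 100% = cells lacking DAX-1 with DMSO; higher inhibition means more luminescence from relief of DAX-1 repression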
ssDAF-12 act: S. stercoralis DAF-12 activation, primary screen | HEK293 ssDAF-12/GRIP1 lit1-tk-luc reporter, luminescence; % of 3 µM dafachronic acid response | activation, % at 6.8 µM | AID 652126 | actives 1% (n = 370,000);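 active = activation above the mean over all tested compounds plus 3 SD, cut at about 0.9% in these data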;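 also: 0% = DMSO-only wells and 100% = 3 µM delta7-dafachronic acid wells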
ADAM10 inh: inhibits human ADAM10. actives 0.62% (n = 370,000). recombinant ADAM10, EDANS/DABCYL FRET peptide cleavage, 3 h. O14672. inhibition, % at 7 µM;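 active = inhibition above a per-campaign cutoff equal to the mean of compounds falling between control-based bounds plus 3 SD, cut at about 20% in these data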;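 also: 0% = DMSO wells while the 100% control is not disclosed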
Target sequence (O14672 214-748 limits assumed): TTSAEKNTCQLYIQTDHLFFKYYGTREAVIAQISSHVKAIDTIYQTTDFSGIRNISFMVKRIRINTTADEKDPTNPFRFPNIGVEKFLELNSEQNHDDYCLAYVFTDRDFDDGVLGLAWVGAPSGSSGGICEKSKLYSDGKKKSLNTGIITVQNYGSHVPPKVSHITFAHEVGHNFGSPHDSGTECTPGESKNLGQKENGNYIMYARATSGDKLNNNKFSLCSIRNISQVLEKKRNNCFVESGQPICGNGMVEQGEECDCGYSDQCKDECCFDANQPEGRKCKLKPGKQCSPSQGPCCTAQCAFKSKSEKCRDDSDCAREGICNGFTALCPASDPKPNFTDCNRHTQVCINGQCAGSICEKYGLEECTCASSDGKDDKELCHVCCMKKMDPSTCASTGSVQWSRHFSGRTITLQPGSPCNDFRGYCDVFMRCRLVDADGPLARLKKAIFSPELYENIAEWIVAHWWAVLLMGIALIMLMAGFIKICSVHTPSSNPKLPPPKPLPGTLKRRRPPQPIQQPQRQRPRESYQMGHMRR
SMARCA2 activ: SMARCA2 function activation, primary screen | MG213 cells, MMTV-luciferase reporter, dexamethasone, overnight | activation, % at 9.1 µM | actives 1% (n = 370,000); in the data active = activation above about 7.8%;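 also: 0% = vehicle wells and 100% = reference activator wells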
DAX1 inh-2: inhibits human nuclear receptor DAX1; HEK293 Gal4-DAX1 luciferase reporter, luminescence; inhibition, % at 6.75 µM; actives 0.99% (n = 340,000); AID 504766;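 active = inhibition above the mean over all tested compounds plus 3 SD, cut at about 4.2% in these data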;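 also: 0% = DAX1-transfected cells with DMSO and 100% = empty-vector control cells with DMSO; inhibition shows as a rise in luminescence from relieved DAX1 repression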
Target sequence (P51843 207-470 limits assumed): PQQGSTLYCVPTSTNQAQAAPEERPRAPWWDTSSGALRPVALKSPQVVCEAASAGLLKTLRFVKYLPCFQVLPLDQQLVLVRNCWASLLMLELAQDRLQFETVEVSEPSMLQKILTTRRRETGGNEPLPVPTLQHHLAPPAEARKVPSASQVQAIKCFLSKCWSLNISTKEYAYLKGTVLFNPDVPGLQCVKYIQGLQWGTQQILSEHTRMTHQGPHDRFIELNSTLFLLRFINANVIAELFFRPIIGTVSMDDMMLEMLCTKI
hcDAF-12 act: activators of H. contortus DAF-12 nuclear receptor; HEK293 hcDAF-12 lit1-tk-luc reporter, luminescence; 0% DMSO, 100% Δ7-dafachronic acid; activation, % at 6.8 µM; actives 1.4% (n = 370,000);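 active = activation above the mean of all tested compounds plus 3 SD, cut at about 5.5% in these data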;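 also: 100% = response to 3 µM Δ7-dafachronic acid high control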
* hit, by the source's call; x = not tested or not shown.

SMILES	hgDAF-12 ag	GC-A act	PG9 binder	GAA850 FXN act	ADAM17 inh	DAX1 inh-1	ssDAF-12 act	ADAM10 inh	SMARCA2 activ	DAX1 inh-2	hcDAF-12 act
Cc1ccc(-c2nc(-c3ccccn3)no2)cc1[N+](=O)[O-]	8.3	0	0.4	0.2	-3	1.6	0.3	-6	3	-1.9	4.2
COCCn1c(N)c(N(Cc2ccccc2)C(=O)c2cc3ccccc3o2)c(=O)[nH]c1=O	3.6	1	0.7	-3.7	-3	0.8	-1.2	4	-1	-1.6	0.3
COc1ccc(-c2nc3c4ccccc4ccn3c2CN2CCOCC2)cc1OC	5.9	6	-0.1	4.3	-58	0.8	-0.8	-201	-1	-0.9	0.8
CN1CCN(S(=O)(=O)c2ccc(NC(=O)c3ccco3)cc2)CC1	3.6	2	0.7	2.0	-1	-0.1	-0.8	-4	-2	0.2	-1.0
Cc1cc(C)cc(-c2nc(-c3ccncc3)no2)c1	2.5	-13	-0.3	5.7	1	1.4	-1.1	-20	-3	0.6	3.0
COc1ccccc1N1CCN(CCCNC(=O)Nc2ccccc2)CC1	-1.1	-2	-1.8	0.7	-1	0.0	-0.8	5	0	-0.1	-0.8
CCCCN(CC)C(=O)c1ccccc1Oc1ccccc1	-2.9	-7	1.1	1.4	-1	-0.6	-1.2	10	0	0.6	-2.5
Cc1ccccc1C(=O)OC1OC(=O)C(Cl)=C1Nc1ccccc1 (stereo not drawn)	2.2	6	-2.0	1.9	3	-0.8	-2.1	15	-4	x	-2.4
O=C(Nc1ccc(S(=O)(=O)N2CCOCC2)cc1)C1CCCCC1	-0.7	0	0.4	-0.7	-3	0.1	-0.9	-11	-1	1.3	-1.4
Cc1ccc(C)c(OCc2cc(C(=O)N3CCN(c4ccccc4)CC3)no2)c1	9.4	1	-0.2	2.7	3	6.3*	0.5	-1	1	0.7	3.9

Taken from above.
Cc1ccccc1C(=O)OC1OC(=O)C(Cl)=C1Nc1ccccc1 (stereo not drawn) | ADAM10 inh: 15
COc1ccccc1N1CCN(CCCNC(=O)Nc2ccccc2)CC1 | hgDAF-12 ag: -1.1
COCCn1c(N)c(N(Cc2ccccc2)C(=O)c2cc3ccccc3o2)c(=O)[nH]c1=O | hcDAF-12 act: 0.3
Cc1ccc(-c2nc(-c3ccccn3)no2)cc1[N+](=O)[O-] | GAA850 FXN act: 0.2

(more compounds)
SMILES	hgDAF-12 ag	GC-A act	PG9 binder	GAA850 FXN act	ADAM17 inh	DAX1 inh-1	ssDAF-12 act	ADAM10 inh	SMARCA2 activ	DAX1 inh-2	hcDAF-12 act
COc1ccc(CNC(=O)c2cccnc2SC)cc1OC	0.8	4	0.5	0.0	-5	-0.3	-0.7	-3	-4	-0.4	-0.4
C[C@@H]1CN([C@@H](C)CO)C(=O)CCCn2nncc2CO[C@@H]1CN(C)S(=O)(=O)c1ccc2ccccc2c1	0.3	4	2.2	-1.5	2	0.2	-1.6	-5	-3	1.4	1.5
COc1ccccc1CNC(=O)Cn1ccc2cc(S(=O)(=O)N3CCCC3)ccc21	-0.7	-5	-1.5	-0.2	-6	-1.5	-0.2	8	-1	0.2	-0.8
Cc1ccc(C=Nn2c(-c3n[nH]c4c3CCC4)n[nH]c2=S)s1	-2.6	-3	x	x	5	-0.1	-1.2	-11	-2	x	-3.9
O=C(NC1=NCCS1)c1sc2cc(F)ccc2c1Cl	11*	3	-4.6	6.3	0	2.1	1.3*	3	6	2.8	9.4*
Cc1cc(-c2csc(NC(=O)c3ccc(=O)[nH]c3)n2)c(C)n1Cc1ccccc1	-0.7	-8	-2.5	3.2	2	-0.5	-1.3	9	-3	0.1	3.2
Cn1c(NC(=O)/C=C/c2ccccc2)cc(=O)n(C)c1=O	2.5	10	0.3	5.7	-1	1.3	1.3*	5	2	4.8*	11*
CCC(=O)NC(=S)Nc1ccc(NC(=O)c2ccc(OC)cc2)cc1	-1.7	4	4.2	-0.2	1	-0.8	-0.6	7	3	0.3	-1.9
Cc1ccc2nc(-c3cccs3)oc(=O)c2c1	2.5	4	-0.5	1.1	-3	0.4	-0.7	2	0	0.8	0.6
S=C(NCC1CCCO1)N1CCN(Cc2ccccc2Cl)CC1 (stereo not drawn)	-0.5	4	1.0	1.4	-1	0.2	-1.0	-5	-2	-0.7	0.6
Cc1ccc(NC2CC(=O)N(c3cccc([N+](=O)[O-])c3)C2=O)cc1 (stereo not drawn)	0.3	-1	-0.3	0.0	1	0.3	-1.8	1	-1	1.3	0.5
COc1ccc(N2CCN(C(=S)NCc3ccccc3)CC2)cc1	-0.7	6	-1.1	-1.2	-4	-0.1	-1.9	3	-5	0.9	-1.0
CCCCNC(=O)CC1S/C(=N/N=C/c2ccc(OC)cc2)NC1=O (stereo not drawn)	2.1	1	-2.9	1.0	-2	-0.3	-1.1	1	2	-0.2	1.5
COc1ccc(-c2csc3nc(-c4cccnc4)nc(N4CCC(C(N)=O)CC4)c23)cc1OC	-4.8	7	1.5	2.3	-4	-1.4	-2.1	-9	-3	-2.0	-2.8
C=CCn1cc(CN2CCC(C(=O)Nc3ccc(Oc4cccnc4)cc3)CC2)c(C)n1	-0.2	4	1.5	-3.1	-1	-0.2	-1.2	7	-7	-0.1	-0.2
CCOC(=O)C(C)Sc1nc(C2CC2)cc(C(F)(F)F)c1C#N (stereo not drawn)	2.1	-3	-0.1	-0.2	-5	-0.4	-1.4	-13	-3	1.0	-1.7
COc1ccccc1N1CCN(S(=O)(=O)CCNC(=O)C2CC(=O)N(c3ccccc3)C2)CC1 (stereo not drawn)	-2.0	1	-2.9	2.6	0	-0.6	-1.1	0	-2	0.1	-3.4
CC(=O)C1=C(c2ccccc2)NC(=O)NC1c1ccccc1OCC(=O)NCc1ccccc1 (stereo not drawn)	0.8	4	-2.9	-0.5	-1	-0.6	-1.1	5	1	0.6	-0.1
CC1CCN(C(=O)CCNS(=O)(=O)c2ccccc2)CC1	3.4	2	0.1	3.3	-4	0.8	-1.1	-5	-1	2.3	0.4
CC(C)N(Cc1ccccc1)C(=O)COC(=O)c1ccc2ncsc2c1	1.5	-3	-0.8	0.7	2	2.5	-1.2	-2	-2	0.3	-0.7

3 compounds out of the list, arranged by length of the SMILES, rising:
SMILES	hgDAF-12 ag	GC-A act	PG9 binder	GAA850 FXN act	ADAM17 inh	DAX1 inh-1	ssDAF-12 act	ADAM10 inh	SMARCA2 activ	DAX1 inh-2	hcDAF-12 act
CC(=O)C1=C(c2ccccc2)NC(=O)NC1c1ccccc1OCC(=O)NCc1ccccc1 (stereo not drawn)	0.8	4	-2.9	-0.5	-1	-0.6	-1.1	5	1	0.6	-0.1
COc1ccc(-c2csc3nc(-c4cccnc4)nc(N4CCC(C(N)=O)CC4)c23)cc1OC	-4.8	7	1.5	2.3	-4	-1.4	-2.1	-9	-3	-2.0	-2.8
COc1ccccc1N1CCN(S(=O)(=O)CCNC(=O)C2CC(=O)N(c3ccccc3)C2)CC1 (stereo not drawn)	-2.0	1	-2.9	2.6	0	-0.6	-1.1	0	-2	0.1	-3.4

The listing continues:
SMILES	hgDAF-12 ag	GC-A act	PG9 binder	GAA850 FXN act	ADAM17 inh	DAX1 inh-1	ssDAF-12 act	ADAM10 inh	SMARCA2 activ	DAX1 inh-2	hcDAF-12 act
CCCCC1CC2=C(C(=O)OC(C)(C)O2)C(c2ccc(Cl)cc2)O1 (stereo not drawn)	-0.6	-12	-0.5	x	4	-0.2	-1.4	6	-3	x	1.9
CN(C)CCSc1nc(N)c2c3c(sc2n1)CN(C)CC3	0.5	7	0.9	0.2	-86	-0.5	-0.9	-290	4	0.5	0.0
Cc1ccc(C)c(Cn2c3ccccc3c3cnn(CC(=O)NCCCN4CCOCC4)c(=O)c32)c1	-2.1	-22	-0.7	-2.5	-7	-0.2	-0.8	-38	-2	0.1	0.2
CC1CN(C)C(C)C/C1=N/Oc1ccccc1[N+](=O)[O-] (stereo not drawn)	0.8	-3	-1.1	2.3	-2	0.0	-1.1	-7	-2	1.3	1.0
COc1nc(N)c(C#N)c(-c2ccc(N(C)CCC#N)cc2)c1C#N	-5.0	17	2.6	-2.5	-130	-1.5	-2.2	-318	-3	x	-3.3
O=C(CSc1nnc(-c2cccc(S(=O)(=O)N3CCOCC3)c2)n1C1CCCCCC1)NCc1ccccc1	-1.2	-5	2.6	-5.3	0	0.2	-1.6	3	-4	-1.1	0.0
CCOC(=O)C1=C(c2ccccc2)Nc2c(c(=O)n(C)c(=O)n2C)C1c1ccc(O)c(OC)c1 (stereo not drawn)	0.1	4	0.6	1.1	-5	-1.1	-1.4	-1	-5	0.1	-0.2
COc1cc(OC)cc(-c2c(-c3cccs3)c3cc(-c4ccc(SC)cc4)ccc3n2C)c1	3.5	0	-0.7	0.7	-4	-0.5	-1.3	-12	1	0.8	-0.7
Cc1ccc(N2C(N)=NC(N)=NC2(C)C)c(C)c1	-0.3	5	1.2	-0.6	5	-0.4	-0.7	5	-1	1.9	-0.1
COC1=CC2(O)CCCC2=CC1=O (stereo not drawn)	2.0	2	-0.9	-1.4	1	-0.1	-0.5	0	-1	2.2	-0.3
O=C(c1ccccn1)C1CCCN(Cc2nc(Cc3cccc(F)c3)no2)C1 (stereo not drawn)	-5.3	-2	-0.9	-0.1	0	-0.6	-1.0	-1	-3	4.4*	-3.2
OCC1(CCOc2ccccc2)CCN(C2Cc3ccccc3C2)CC1	1.9	-1	-0.1	0.9	-2	0.4	-0.2	-3	0	-0.9	2.8
CCN(CC)C(=O)C1=C(C)N(CCCN2CCCC2=O)C(=O)C(CC(=O)NC(c2ccccc2)c2ccccc2)C1 (stereo not drawn)	0.9	3	-0.7	-0.8	-2	-0.2	-0.7	-7	-3	0.3	-1.3
Oc1ccccc1N1CCN(c2nc(-c3cccs3)nc3ccccc23)CC1	4.1	3	-0.9	5.2	0	-0.6	-2.1	5	4	-0.5	-2.2
CCOC(=O)CCC(=O)Nc1cccc([N+](=O)[O-])c1	-0.5	0	-1.4	2.0	4	-0.7	-1.4	5	-1	0.7	-0.7
CC1(C(=O)OCC(=O)Nc2ccc(Cl)cn2)CC1(Cl)Cl (stereo not drawn)	2.9	2	-1.9	3.0	-2	-0.1	-0.7	-6	2	1.1	-0.9
CCOC(=O)c1c(NC(=O)COC(=O)Cn2cnc3ccccc32)sc(C)c1C	-3.2	-1	0.0	2.0	-5	0.2	-0.1	-8	-6	0.0	-2.4
CCN1C(=O)/C(=C2\SC(N3CCOCC3)=NC2=O)c2ccccc21	0.7	-3	-4.6	0.1	1	-0.3	-0.5	9	1	-0.2	-1.0
O=C(CC1SC(=O)N(Cc2ccc(Cl)cc2)C1=O)Nc1nccs1 (stereo not drawn)	-1.9	-2	-1.5	-2.1	2	0.1	-1.2	7	0	1.8	0.8
O=C1[C@H](Cc2ccccc2)NCC=CC[C@H](c2ccc(Cl)cc2)N1Cc1ccccc1	-0.5	-9	-1.1	-1.5	1	-1.0	-1.4	14	-1	3.3	0.6
COC(=O)Cn1cc(/C=C(/C#N)C(=O)N2CCOCC2)c2ccccc21	1.0	1	0.0	0.6	-2	0.1	-1.5	-4	-4	0.5	-1.7

High-throughput results as filed in PubChem BioAssay.

Rows were taken by chance (roughly 6.8% active in at least one column).
